Tb PYK inh: T. brucei pyruvate kinase inhibition; Potency, µM (titrated, usually from 76.8 µM), without a hit: at the highest dose activity, negative = inhibition, hits mostly inhibitors; hit rate 0.12% among 410,000; Q57TT1; TbPYK enzyme, Kinase-Glo Plus ATP luminescence, 45 min; note: nearly all actives have a fitted effect of over 50% in size
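Luminescence from Kinase-Glo Plus, added after a 45-minute room-temperature reaction, served as the end-point read-out. The enzyme and substrate were preincubated with compound before ADP (130 uM final) initiated turnover. Concentration-effect curves came from normalized qHTS data.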
Pf growth 48h: inhibits P. falciparum growth in the first generation, 48 h | P. falciparum luciferase growth in erythrocytes, 48 h | Potency, µM (titrated, usually from 28.7 µM), for the others: at the highest dose activity change, negative = inhibition, usual class: inhibitors | hit rate 5.9% among 310,000 | AID 504832
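In quantitative HTS format, infected erythrocytes bearing luciferase-reporter parasites were treated for a single generation at 37 C. Luminescence after adding detection reagent served as the growth measure.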
HCV inh: inhibitors of hepatitis C virus infection. Huh7.5.1 HCVcc-Cre infection, luciferase reporter, 44 h. Potency, µM (series often up to 41.8 µM), for inactives: at the highest dose activity change, negative = inhibition, usual class: inhibitors. hit rate 3.4% among 340,000. AID 651820
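Infectious HCVcc-Cre (~0.5 moi) was added to cells just after compound, with cells seeded 4 h earlier at 1,000 per well. Luciferase activity after 44 h culture reported infection; substrate was incubated 15 min at room temperature before reading.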
Pf growth 96h: P. falciparum growth inhibition at 96 hour, primary screen for plastid delayed-death inhibitors | P. falciparum luciferase reporter growth, 96 h | AID 504834 | hit rate 6.9% among 320,000 | Potency, µM (top dose mostly 28.7 µM), for the others: at the top dose activity change, negative = inhibition, hits mostly inhibitors
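96 h incubation, 37 C, 5% CO2, of luciferase-reporter P. falciparum-infected RBCs (2% hematocrit, 0.05% parasitemia final) with test compounds; endpoint luminescence.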
Sm TGR block: blocks Schistosoma mansoni thioredoxin glutathione reductase; hit rate 3% among 360,000; purified TGR, DTNB reduction, TNB absorbance 405 nm; Q962Y6; Potency, µM (top dose mostly 114 µM), for inactives: top-dose activity change, negative = inhibition, most hits filed as inhibitors; note: nearly all actives have a fitted effect of over 60% in size
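First, TGR (20 nM dispensed) and NADPH were mixed with compound. Second, a 15 min room-temperature incubation followed. Third, further NADPH and then DTNB were added to start the reaction. Finally, TNB absorbance was monitored kinetically.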
LmPK inh: blocks Leishmania mexicana pyruvate kinase activity | Potency, µM (titrated, usually from 57.5 µM), for the others: at the highest dose activity change, negative = inhibition, hits mostly inhibitors | hit rate 0.37% among 290,000 | purified LmPK, Kinase-Glo ATP luminescence, 1 h
Target sequence (Q27686 whole entry, looked up): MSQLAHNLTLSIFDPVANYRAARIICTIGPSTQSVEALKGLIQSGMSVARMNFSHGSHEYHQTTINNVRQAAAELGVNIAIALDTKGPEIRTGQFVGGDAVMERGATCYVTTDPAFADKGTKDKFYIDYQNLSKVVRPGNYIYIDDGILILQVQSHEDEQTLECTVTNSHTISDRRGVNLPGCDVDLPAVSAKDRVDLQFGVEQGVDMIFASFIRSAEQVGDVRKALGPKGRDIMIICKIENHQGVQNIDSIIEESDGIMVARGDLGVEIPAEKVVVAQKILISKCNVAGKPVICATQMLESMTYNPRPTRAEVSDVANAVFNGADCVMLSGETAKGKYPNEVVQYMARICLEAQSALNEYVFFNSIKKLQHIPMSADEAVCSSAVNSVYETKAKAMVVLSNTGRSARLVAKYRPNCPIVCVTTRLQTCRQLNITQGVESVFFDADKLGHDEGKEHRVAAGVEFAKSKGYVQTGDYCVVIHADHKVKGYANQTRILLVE
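Kinase-Glo luminescence read after 1 h RT reaction of 0.1 nM LmPK with 0.5 mM PEP and 0.1 mM ADP. Activity scaled between uninhibited and enzyme-free controls.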
* marks the source's active call; other numbers are inactive results; ? = inconclusive; . = not tested or not shown; & = joins results of further samples; [ ] = another dose, or the depositor's remark. Calls come from the whole dose curve; as a rule, active = well fitted curve in the direction sought with a large enough effect; inconclusive = small, poorly fitted or top-dose-only effect, or another doubt; inactive = no such curve, though single readings can be large; an effect the other way counts as inactive or inconclusive. % is set by controls: 0 for no effect and ±100 for the full control effect; potency is the fitted concentration of half-maximal effect.

| smiles | Tb PYK inh | Pf growth 48h | HCV inh | Pf growth 96h | Sm TGR block | LmPK inh |
| --- | --- | --- | --- | --- | --- | --- |
| O=C(c1cc2ccccc2[nH]1)N(Cc1cccnc1)CC1CCCN(C2CCCCC2)C1 (configuration not stated) | 5% | 10µM* | ? | ? | -12% | 0% |
| O=C(Nc1ccc(-c2nc3ccccc3o2)cc1)C1CCCO1 (configuration not stated) | -25% | 113%[activator] | -31% | . | 2% | 16µM* |
| CC(=O)Nc1c(-c2ccccc2Cl)c(=O)c2ccccc2n1C | 3% | 18% | 5% | 16% | 37%[activator] | -7% |
| Cc1ccc(NC(=O)CCNC(=O)c2ccccc2Cl)cc1S(=O)(=O)N1CCCCCC1 | 6% | ? | ? | ? | -19% | . |
| CC(C)C(=O)NC(=S)NCC(=O)c1ccccc1 | -1% | 49%[activator] | 1% | ? | 1% | 0% |
| Cc1cccc(N2C(=O)C(Cc3ccccc3)NC2=S)c1 (configuration not stated) | -7% | 4% | 3% | -15% | 3% | 4% |
| COc1ccc(CC(=O)Nc2nc(C)cs2)cc1OC | -1% | 7% | ? | 12µM* | -12% | 0% |
| Cc1cc(N/C=C(\C#N)S(=O)(=O)c2ccc(Cl)cc2)nc(C)n1 | -3% | 33%[activator] | -2% | 56%[activator] | 60%[activator] | 3% |
| COCCN(C(=O)C1CCCC1)c1c(N)n(Cc2ccccc2)c(=O)[nH]c1=O | -2% | 19% | 5% | -3% | 3% | 0% |
| CC(=O)Nn1c(-c2ccccc2)cc2ccccc21 | -18% | -31% | 3% | . | -6% | 3% |
| NC(=O)C1CCCN(Cc2ccc3ccccc3c2)C1 (configuration not stated) | -7% | ? | 6% | 2.6µM* | -2% | 4% |
| CC1(c2ccc([N+](=O)[O-])c(CS(=O)(=O)c3ccccc3)c2)OCCO1 | 1% | -2% | 7% | -2% | -12% | -8% |
| COC(=O)c1cccc(NC(=O)CCN2C(=O)C3CC=CCC3C2=O)c1 (configuration not stated) | 3% | 12% | 0% | -10% | -7% | . |
| CSc1cccc(NC(=O)c2cnccn2)c1 | -5% | 127%[activator] | -3% | . | 3% | -9% |
| C/C(=N\NC(=O)C12CCC(C)(C(=O)O1)C2(C)C)c1ccccc1O (configuration not stated) | 1% | ? | ? | ? | -1% | -3% |
| Cc1ccc(NC(=O)CCn2nnc3ccccc32)c(C)c1 | -5% | 3% | 2% | 13% | -11% | 4% |

A draw from above in order of SMILES length, low to high:
| smiles | Tb PYK inh | Pf growth 48h | HCV inh | Pf growth 96h | Sm TGR block | LmPK inh |
| --- | --- | --- | --- | --- | --- | --- |
| Cc1ccc(NC(=O)CCn2nnc3ccccc32)c(C)c1 | -5% | 3% | 2% | 13% | -11% | 4% |
| C/C(=N\NC(=O)C12CCC(C)(C(=O)O1)C2(C)C)c1ccccc1O (configuration not stated) | 1% | ? | ? | ? | -1% | -3% |
| CC1(c2ccc([N+](=O)[O-])c(CS(=O)(=O)c3ccccc3)c2)OCCO1 | 1% | -2% | 7% | -2% | -12% | -8% |

(more compounds)
| smiles | Tb PYK inh | Pf growth 48h | HCV inh | Pf growth 96h | Sm TGR block | LmPK inh |
| --- | --- | --- | --- | --- | --- | --- |
| Cc1ccc(N2C(=O)NC(=O)/C(=C\c3cc(C)n(-c4ccc(C(=O)O)cc4)c3C)C2=O)cc1 | -20% | 2%[0.00184 µM] | 18% | -7% | ? | 0% |
| O=C(N/N=C/c1cccnc1)c1cc2c(ccc3ccccc32)o1 | -4% | -17% | ? | ? | 1% | -1% |
| Cc1ccc(NC(=O)CNCC2CCCCC2)cc1S(=O)(=O)N(C)C | 3% | -29% | -15% | ? | 6% | -12% |
| CC(=O)Nc1ccc(Oc2nc(-c3ccccn3)nc3ccccc23)cc1 | -4% | ? | ? | 12µM* | 2% | 1% |
| Cc1ccc(C(=O)Nc2ccccc2N2CCOCC2)cc1S(=O)(=O)N1CCOCC1 | -2% | 13µM* | -38% | ? | -1% | . |
| COc1ccc(C(=O)N2N=C(c3cccs3)CC2c2ccccc2O)cc1 (configuration not stated) | -2% | ? | ? | ? | -2% | -2% |
| Cn1cc(/C=C/C(=O)N2CCCC(C(=O)c3cccc4ccccc34)C2)cn1 (configuration not stated) | 17% | -11% | -19% | 54%[activator] | -1% | -2% |
| Cc1ccc(CNC(=O)CSc2nc(=O)n3cccc(C)c3n2)cc1 | 1% | -3% | 5% | 5% | 3% | . |
| CCCCCOCC1CC(C/C(C)=N/NC(N)=O)(C(=O)OCC)C(=O)O1 (configuration not stated) | 0% | 29% | -11% | -8% | -9% | 3% |
| CC(=O)c1cccc(NC(=S)Nc2ccc(F)cc2)c1 | 1% | 401%[activator] | 9% | 39%[activator] | ? | 2% |
| CCOc1ccc(S(=O)(=O)NC2CCCCCC2)cc1 | 0% | 7% | -2% | -19% | 0% | 6% |
| CCCCOCCOCCOCCCC | -2% | 2% | -3% | 49%[activator] | -2% | . |
| CCc1cc(=O)oc2c(C)c(OCC(=O)NCCN3CCOCC3)ccc12 | -23% | 13% | 4% | 12% | 0% | -8% |
| COc1cccc(Cn2nc3c4cc(F)ccc4n(Cc4ccc(F)cc4)cc-3c2=O)c1 | 1% | -1% | 15% | 1.7µM* | 1% | 0% |
| CCc1ccccc1NC(=O)CN1CCN(C(=O)COc2ccccc2C#N)CC1 | 1% | -8% | 1% | ? | -20% | . |
| O=C(Nc1c(O)c2ccccc2[nH]c1=O)c1ccco1 | -8% | 13% | 5% | 50%[activator] | 5% | -4% |
| COCCn1c(C)cc(C(=O)CSc2nncn2-c2ccccc2)c1C | -7% | -6% | 2% | 0% | -2% | 3% |
| CCCCN(C(=O)CSCC(=O)Nc1ccc(OC)cc1)c1c(N)n(CCC)c(=O)[nH]c1=O | -1% | ? | 8% | ? | -2% | . |
| Cc1cc(C)n(-c2ccc(S(=O)(=O)N3CCCC3)cc2[N+](=O)[O-])n1 | 1% | -21% | 17% | -16% | 7% | 0% |
| CN(CC(=O)Nc1ccc(S(=O)(=O)N(C)C)cc1)Cc1ccc(C(F)(F)F)cc1 | -1% | ? | 1% | ? | -5% | 3% |
| C[n+]1cccc2ccc3c(c21)OC(N)=C(C#N)C3c1ccccc1 (configuration not stated) | -4% | 3.7µM* | 2% | 7.4µM* | -10% | -1% |
| CC(=O)N1CCC2(CC1)CC(=O)c1cc(OCC(=O)N3CCC4(CC3)OCCO4)ccc1O2 | 0% | -6% | 21% | ? | -3% | 11% |
| Cc1ccc(C(c2nnnn2Cc2cccs2)N2CCN(C(=O)c3ccco3)CC2)cc1 (configuration not stated) | -6% | ? | -7%&-23% | ? | ? | 2% |
| CCCSc1cc(=O)n(-c2ccc(F)cc2)nc1C(=O)OCC | 2% | 5% | ? | -18% | 21% | -8% |
| CC(=O)c1sc(NC(=O)C2CCCN2S(=O)(=O)c2ccccc2F)nc1C (configuration not stated) | -7% | 7% | 4% | 2% | -2% | . |
| c1ccc(C(CN2CCOCC2)c2ccccc2)cc1 | -8% | 0% | 17% | 8.3µM* | -2% | 0% |
| Cc1ccnc(-n2c(C)cc(/C=N/NC(=O)COc3cccc4cccnc34)c2C)c1 | -2% | -19% | -18% | -11% | -4% | 2% |
| O=C(CSc1nc2c(c(=O)[nH]1)CCC2)Nc1ccccc1Cl | 8% | 10% | -3% | 1% | 8% | 0% |
| CC(=O)CSc1cc(C)nc2c(-c3ccccc3)c(C)nn12 | -1% | 45%[activator] | -22% | -27% | 1% | -3% |
| COc1ccccc1N1CCN(C(=O)C(=O)c2cn(CC(=O)N3CCOCC3)c3ccccc23)CC1 | -6% | -4% | 24% | ? | 1% | -6% |
| COc1cc2c(cc1OC)CN(CC(=O)Nc1ccc(S(=O)(=O)N(C)C)cc1)CC2 | ? | -27% | -10% | ? | -1% | 3% |
| Cc1ccc(S(=O)(=O)C(C#N)c2nc3ccccc3nc2N2CCCC2)cc1 (configuration not stated) | -5% | 0% | 9% | 13% | -24% | 9% |
| COc1ccc(Cl)cc1NC(=O)CN(C)C(=O)c1cc(-c2cccs2)nn1-c1ccccc1 | -4% | ? | ? | ? | 1% | . |
| Cc1ccc(C(C(=O)NC(C)(C)C)N(Cc2cccnc2)C(=O)C(=O)NC2CCCCC2)o1 (configuration not stated) | -4% | ? | 18% | -4% | -9% | -12% |
| COc1ccc(NC(C)C(=O)N/N=C/c2ccccc2OCc2cccc(Br)c2)cc1 (configuration not stated) | -6% | ? | 11µM* | 35%[activator] | -3% | 0% |
| Cc1cccc(C(=O)NC(=S)N2CCN(C)CC2)c1 | -33% | ? | 17% | ? | 93%[activator] | -4% |
| O=C(Nc1ccccc1N1CCOCC1)c1ccc(N2CCCC2=O)cc1 | 7% | ? | ? | ? | -1% | . |
| CCN(C(=O)COC(=O)C12CC3CC(CC(NC(C)=O)(C3)C1)C2)C1CCCCC1 | 2% | 3% | 12% | 11% | 0% | . |
| O=C(NCCOc1ccccc1)C(c1ccccc1)c1ccccc1 | -6% | ? | -7% | ? | 0% | 0% |
| O=C(NCc1ccncc1)Nc1ccccc1F | 0% | 27% | 17% | ? | . | -1% |
| Cc1cc(C)n(Cc2ccc(C(=O)NCc3ccco3)o2)n1 | -4% | . | 17% | ? | ? | -1% |
| CN(CCCN1CCCCC1)C(=O)CCc1nnc(C2CCCCC2)o1 | 2% | 1% | 10% | -10% | 11% | 8% |
| Cc1nonc1OC(C)CNc1ccc([N+](=O)[O-])cc1 (configuration not stated) | 4% | 3.7µM* | -28% | 24% | -2% | 2% |
| Cc1c(Cl)cccc1N1C(=O)CC(N(O)c2ccccc2)C1=O (configuration not stated) | 1% | 13% | 5% | . | 13µM* | 8% |
| CCOC(=O)[C@H]1[C@H]2COc3cc(OC)ccc3[C@@H]2N2C(=O)CN(Cc3ccc(C)cc3)C(=O)[C@@]12C | 0% | 10µM* | 2% | 2.6µM* | -22% | . |
| Cc1ccccc1CN1CCN(C(=O)c2cccc3ccccc23)CC1 | 13% | 12µM* | -7% | 0% | 2% | 6% |
| O=C(CSc1ncc(S(=O)(=O)c2ccccc2)c(=O)[nH]1)Nc1ccccc1Cl | -2% | 2% | -6% | 19% | 5% | 0% |
| COc1ccc(OC2CCN(C(=O)Nc3ccc(C)cc3)CC2)cc1 | -2% | -8% | ? | 10% | -17% | 0% |
| O=C(N/N=C/c1ccc(Br)cc1)c1cc[n+]([O-])cc1 | -19% | 4% | -1% | -3% | 3% | 0% |
| Cc1ccccc1-n1nc(C)c2cc(C(=O)N3CCOCC3)sc21 | -1% | -17% | 6% | 3.3µM* | 0% | 2% |
| CC(=O)Nc1nc(C)cs1 | 3% | ? | 9% | 8% | 0% | -2% |
| CCc1ccc(NC(=S)NC(=O)CC(C)C)cc1 | -7% | 0% | -10% | 110%[activator] | -25% | -8% |
| COc1ccc(N2CCN(Cc3nc4ccccc4c(=O)[nH]3)CC2)cc1 | -3% | 4% | -5% | 42%[activator] | -4% | -7% |
| O=C(CCC(=O)N1CCN(c2cccc(Cl)c2)CC1)N1CCN(c2ccccc2)CC1 | 2% | ? | ? | ? | 1% | -3% |
| COc1ccc(CN2CC(C(=O)NCC3CCCO3)CC2=O)cc1 (configuration not stated) | -6% | . | 13% | 15% | 3% | 18% |
| CC(C)c1cc(C(=O)O)c2cnn(C(C)C)c2n1 | -16% | 16% | -8% | 42%[activator] | -1% | -2% |

Compounds listed so far that have a nitro group on carbon:
| smiles | Tb PYK inh | Pf growth 48h | HCV inh | Pf growth 96h | Sm TGR block | LmPK inh |
| --- | --- | --- | --- | --- | --- | --- |
| CC1(c2ccc([N+](=O)[O-])c(CS(=O)(=O)c3ccccc3)c2)OCCO1 | 1% | -2% | 7% | -2% | -12% | -8% |
| Cc1cc(C)n(-c2ccc(S(=O)(=O)N3CCCC3)cc2[N+](=O)[O-])n1 | 1% | -21% | 17% | -16% | 7% | 0% |
| Cc1nonc1OC(C)CNc1ccc([N+](=O)[O-])cc1 (configuration not stated) | 4% | 3.7µM* | -28% | 24% | -2% | 2% |

Screening results as filed in PubChem.
